# From PubChem
# GoLoco inh red = qHTS Assay for Inhibitors of RGS12 GoLoco Motif Activity (Red Fluorophore). Guanine nucleotide-binding protein G(i) subunit alpha-1 (Homo sapiens), P63096. 230,000 tested, 0.44% active. Gai1:RGS12 GoLoco peptide FP, rhodamine, 10 min. AID 880, 2007. Potency, µM (top dose mostly 61.6 µM), inactives show top-dose activity, negative = inhibition, actives largely listed as inhibitors; active = well fitted inhibition curve with a large enough effect, not every such curve was filed as active; inactive = no such curve, though single readings can be large or run the other way; also: % is scaled to controls: 0 for no effect and ±100 for the full control effect; nearly all actives have a fitted effect of over 30% in size; many of its hits are not listed in these tables
# ALDH1A1 inh = qHTS Assay for Inhibitors of Aldehyde Dehydrogenase 1 (ALDH1A1) | Aldehyde dehydrogenase 1A1 (Homo sapiens), P00352 | Purified ALDH1A1, NADH fluorescence, propionaldehyde substrate | Potency, µM (titrated, usually from 75.3 µM), for the others: top-dose activity, negative = inhibition, most hits filed as inhibitors | 220,000 tested, 7.3% active | AID 1030, 2008; active = well fitted inhibition curve with a large enough effect, not every such curve was filed as active; inconclusive = small, poorly fitted or top-dose-only effect, or another doubt; inactive = no such curve, though single readings can be large or run the other way;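 also: plate controls were no enzyme wells and a reference inhibitor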
# Target sequence (P00352 whole entry, looked up): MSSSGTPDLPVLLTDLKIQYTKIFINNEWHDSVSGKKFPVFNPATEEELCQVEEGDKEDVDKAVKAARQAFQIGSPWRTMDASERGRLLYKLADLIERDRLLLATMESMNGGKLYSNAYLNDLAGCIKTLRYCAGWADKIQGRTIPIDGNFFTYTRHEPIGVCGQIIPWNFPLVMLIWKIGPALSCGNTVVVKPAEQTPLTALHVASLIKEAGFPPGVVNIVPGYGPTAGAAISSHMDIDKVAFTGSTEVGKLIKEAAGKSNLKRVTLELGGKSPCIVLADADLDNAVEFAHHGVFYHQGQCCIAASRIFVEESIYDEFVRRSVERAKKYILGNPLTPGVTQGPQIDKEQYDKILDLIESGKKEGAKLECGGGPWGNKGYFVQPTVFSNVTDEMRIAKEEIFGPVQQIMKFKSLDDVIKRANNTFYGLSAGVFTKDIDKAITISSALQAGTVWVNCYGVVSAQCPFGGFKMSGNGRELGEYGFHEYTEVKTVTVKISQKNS
# TRb SRC2 PPI = qHTS for Inhibitors of the Interaction of Thyroid Hormone Receptor and Steroid Receptor Coregulator 2. Thyroid hormone receptor beta (Homo sapiens), P10828. TRbeta-SRC2 peptide binding, fluorescence polarization; receptor liganded with 1 µM T3. Potency, µM (highest dose often 106 µM), inactives show at the top dose activity change, negative = inhibition, hits mostly inhibitors. 280,000 tested, 0.065% active;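 also: plate controls were bound peptide for no effect and peptide without receptor for full effect; nearly all actives have a fitted effect of over 50% in size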
# Target sequence (P10828 whole entry, looked up): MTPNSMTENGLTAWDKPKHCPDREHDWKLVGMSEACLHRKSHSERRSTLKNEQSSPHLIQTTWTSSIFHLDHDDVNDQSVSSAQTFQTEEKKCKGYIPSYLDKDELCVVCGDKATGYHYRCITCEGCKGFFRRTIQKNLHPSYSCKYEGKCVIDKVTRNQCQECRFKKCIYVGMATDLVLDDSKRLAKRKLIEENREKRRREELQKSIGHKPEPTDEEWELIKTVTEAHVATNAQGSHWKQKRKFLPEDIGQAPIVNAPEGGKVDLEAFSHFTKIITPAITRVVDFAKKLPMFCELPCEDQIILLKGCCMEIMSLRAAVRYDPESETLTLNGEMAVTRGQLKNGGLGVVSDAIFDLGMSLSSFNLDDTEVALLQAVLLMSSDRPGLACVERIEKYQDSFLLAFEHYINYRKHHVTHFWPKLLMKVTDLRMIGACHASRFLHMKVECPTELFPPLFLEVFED
#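 Read-out is fluorescence polarization (555 nm excitation, 632 nm emission) of a Texas Red SRC2 coactivator peptide; loss of signal reflects blocked binding to human TRb ligand-binding domain in the presence of 1 uM T3.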
# LMNA splice mod = qHTS Assay for Modulators of Lamin A Splicing | HeLa LMNA splicing GFP/RFP minigene ratio, 48 h | Potency, µM (series often up to 46.1 µM), inactives show top-dose ratio change, negative = inhibition, actives largely listed as inhibitors | 200,000 tested, 0.01% active; active = well fitted inhibition curve with a large enough effect in the signal ratio, with a control signal flat, not every such curve was filed as active; inconclusive = small, poorly fitted or top-dose-only effect, or effect the other way, or a change in a side signal; the % refers to the signal ratio; also: % is scaled to controls: 0 for no effect and ±100 for the full control effect
#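 S3 HeLa stable clones carrying a lamin A-EGFP splicing minigene plus DsRed2 were seeded at 600 cells/well in Opti-MEM with 2% FBS, pin-dosed and incubated 48 h at 37°C. Acumen cytometry (488 nm) gave the GFP/RFP total-intensity ratio.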
# TR SRC2 fluor cs = Total Fluorescence Counterscreen for Inhibitors of the Interaction of Thyroid Hormone Receptor and Steroid Receptor Coregulator 2; TRb/SRC2 Texas Red total fluorescence interference; Potency, µM (series often up to 106 µM), for the others: top-dose fluorescence change, negative = quenching; 280,000 tested, 0.29% active; active = well fitted curve in either direction with a large enough effect; inconclusive = small, poorly fitted or top-dose-only effect; also: % is scaled to controls: 0 for no effect and ±100 for the full control effect
#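 Human TRb ligand-binding domain at 0.6 uM with 20 nM Texas Red SRC2 peptide in Tris buffer containing 1 uM T3 and 5% DMSO, incubated with compound 5 h at ambient temperature. Total fluorescence (555/632 nm) calculated as parallel + 2 × perpendicular.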
# KDM4E inh = qHTS Assay for Inhibitors of Human Jumonji Domain Containing 2E (JMJD2E); Lysine-specific demethylase 4E (Homo sapiens), B2RXH2; JMJD2E catalytic domain, FDH-coupled NADH fluorescence (FDH is formaldehyde dehydrogenase); Potency, µM (top dose mostly 57.1 µM), for the others: top-dose activity change, negative = inhibition, hits mostly inhibitors; 230,000 tested, 1.6% active; AID 2147, 2009; active = well fitted inhibition curve with a large enough effect, not every such curve was filed as active; inconclusive = small, poorly fitted or top-dose-only effect, or another doubt; inactive = no such curve, though single readings can be large or run the other way;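 also: 0% = wells with enzyme and -100% = buffer wells without enzyme; nearly all actives have a fitted effect of over 50% in size; many of its hits are not listed in these tables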
# RECQ1 helicase = qHTS Assay for Inhibitors of RecQ-Like Dna Helicase 1 (RECQ1) | ATP-dependent DNA helicase Q1 (Homo sapiens), P46063 | RECQ1 DNA unwinding, red fluorescence kinetic read | Potency, µM (series often up to 57.3 µM), for inactives: at the highest dose activity, negative = inhibition, actives largely listed as inhibitors | 240,000 tested, 0.54% active | AID 2549, 2010;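 also: plate controls were vehicle for no effect and no enzyme for full effect; nearly all actives have a fitted effect of over 30% in size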
#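 50 nM RECQ1T1 preincubated 15 min with compound in Tris pH 8.0 buffer with MgCl2, DTT, Tween-20 and 2.5 ug/ml poly(dI-dC); started with 200 nM TAMRA/BHQ-2 forked duplex and 2 mM ATP. Unwinding read as fluorescence (525/598 nm), two reads 2 h apart.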
# SMN2 splice enh = qHTS Assay for Enhancers of SMN2 Splice Variant Expression. AID 1458, 2008. 210,000 tested, 2.8% active. HEK293 SMN2-luciferase splicing reporter, luminescence, 30-36 h. Potency, µM (highest dose often 46.1 µM), for inactives: at the top dose activity change, positive = activation, hits mostly activators; also: % of control where 0% means no effect; nearly all actives have a fitted effect of over 55% in size
#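 HEK293 cells carry an SMN2 […]–luciferase reporter in which exon 7 inclusion puts luciferase in frame. Cells were plated 10-12 h before compound addition, then incubated 30-36 h at 37C. ONE-Glo luminescence was read; sodium butyrate at 4.5 mM final served as control.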
# Active calls of the source: *; i = inactive; ? = inconclusive; . = no result given; [ ] = another dose, or the depositor's remark. Unless noted, calls follow the shape of the dose curve; as a rule, active = well fitted curve in the direction sought with a large enough effect; inconclusive = small, poorly fitted or top-dose-only effect, or another doubt; inactive = no such curve, though single readings can be large; an effect the other way counts as inactive or inconclusive. Potency is read from the fitted curve at half-maximal effect. Only part of the results is shown (hit frequency here may not be typical).
SMILES,GoLoco inh red,ALDH1A1 inh,TRb SRC2 PPI,LMNA splice mod,TR SRC2 fluor cs,KDM4E inh,RECQ1 helicase,SMN2 splice enh
Cc1cccc(N(C(=O)c2csnn2)C(C(=O)NC(C)(C)C)c2cccs2)c1 (stereo not drawn),9%,4%,3%,4%,-1%,-6%,-3%,-6%
COC(=O)c1cc(COC(=O)c2nc3nccc(C)n3n2)oc1C,11%,?,-6%,.,2%,-5%,?,?
Cc1cc(C)nc(SCc2nnc(SCC(=O)Nc3nccs3)n2Cc2ccco2)n1,4%,5%,2%,11%,-5%,-7%,i,0%
COc1ccccc1N1CCN(C(=O)CCCn2nc(C)c([N+](=O)[O-])c2C)CC1,-1%,12%,-7%,?,-2%,14%,i,-7%
CN(C)c1cccc(NC(=O)CCc2ccccc2)c1,-21%,?,-5%,0%,-9%,-28%,1%,27%
COCC(=O)Nc1ccc(Br)c(C)c1,9%,24%,-10%,-2%[46 µM],1%,7%,i,13%
Cc1ccc(S(=O)(=O)NC(=O)Nc2nc(-c3ccc(F)c(F)c3)cs2)cc1,15%,5%,0%,1%[46 µM],-7%,-15%,3%,.
Cc1ccc(N/C(CSC(N)=O)=N\S(=O)(=O)c2ccc(C)cc2)cc1,4%,?,-15%,0%,-1%,-11%,-12%,-4%
COc1ccc(S(=O)(=O)N(C)CC(=O)N2CCN(C)CC2)cc1C,4%,0%,-13%,13%,0%,-2%,-11%,-3%
O=C(CNC(=O)COc1ccccc1)NCc1ccccc1F,.,7%,7%,2%,-1%,2%,3%,.
CC(C)(C)P(=O)(CO)c1ccccc1 (stereo not drawn),1%,6%,-2%,2%,0%,0%,-6%,-14%
CN(C)c1nc(N)nc(CSc2nnnn2-c2ccc(F)cc2)n1,5%,-3%,-4%,-6%,0%,-2%,i,-29%
COC(=O)c1ccc(Sc2ccccc2NS(=O)(=O)c2ccc(OC)cc2)nc1,3%,-17%,-3%,-7%,1%,5%,1%,-6%
CC(=O)N1CCc2cc(S(=O)(=O)NCCN3CCC(C)CC3)ccc21,-1%,8%,-1%,-4%,-6%,11%,-6%,-6%
Cc1cc(OCCN2CC(C)OC(C)C2)ccc1[N+](=O)[O-] (stereo not drawn),1%,?,0%,12%,-2%,-19%,-7%,1%
Cc1ccccc1-c1ccc(C(=O)Nc2cccc(F)c2)o1,2%,?,4%,?,-3%,-23%,?,13%
CCN1C(=O)C(CC(=O)Nc2ccc(OC)cc2)N(CCN2CCOCC2)C1=S (stereo not drawn),-1%,-14%,1%,?,-7%,?,-3%,.
CC(=O)N/C(=C\c1ccc(Cl)cc1)C(=O)O,0%,-8%,-9%,.,-4%,-1%,4%,.
N#Cc1cc2c(nc1SCC(=O)Nc1sc3c(c1C#N)CCC3)CCCCC2,7%,?,-6%,-7%,1%,-11%,-14%,3%
COc1ccc(N(C)C(=O)CC2(CC(=O)O)CCCCC2)cc1,1%,-2%,-2%,-13%,-5%,-4%,i,-11%
CCOC(=O)CCSc1nnc(-c2cccnc2)n1-c1ccccc1OC,8%,1%,-3%,7%,1%,1%,8%,21%
Cc1occc1C(=O)Nc1cc(=O)n(C)c(=O)n1C,5%,-8%,5%,-5%,1%,0%,-3%,.
CCN1CCC(=NNC(=O)c2ccco2)CC1,-12%,?,-5%,-4%,-3%,112%[activator],-17%,-7%
O=[N+]([O-])c1cccc(/C=C/c2nc3ccc([N+](=O)[O-])cc3[nH]2)c1,1%,9%,4%,?,-5%,5%,-6%,-17%
c1ccn(-c2ccc(N3CCOCC3)cc2)c1,-31%,?,-18%,0%,2%,0%,20%,13%
Cc1ccc(-c2nn(-c3ccccc3)cc2CSC(=N)N)cc1,10%,-8%,-3%,?,0%,1%,-10%,-28%
O=S1(=O)c2ccccc2N=NN1Cc1ccc(Cl)c(Cl)c1,-18%,2.5µM*,-8%,10%,1%,-4%,-4%,-16%
c1nc(NC2CCNCC2)c2cc(-c3ccc4c(c3)OCO4)ccc2n1,9%,0%,-2%,?,-2%,?,-18%,-5%
Cc1occc1C(=O)Nc1sc2c(c1C(N)=O)CCC(C(C)(C)C)C2 (stereo not drawn),-9%,?,-13%,1%,-2%,-16%,-6%,-9%
CCc1ccccc1NC(=O)N1C2CCCC1CC(NC(C)=O)C2 (stereo not drawn),9%,8%,1%,-2%,-2%,7%,i,-11%
COC(=O)CSc1ncnc2c1cnn2Cc1ccccc1,1%,-5%,-4%,9%,-2%,2%,-5%,-13%
CCS(=O)(=O)N1CCN(C(=O)c2cccc(OC)c2)CC1,3%,3%,1%,5%,-3%,12%,i,-11%
CC(C(=O)NC1CCCc2ccccc21)N1CCN(c2ccc(F)cc2)CC1 (stereo not drawn),.,-1%,1%,-12%,0%,0%,-5%,.
CC(=O)c1cccc(N(CC(=O)N2CCCC2)S(C)(=O)=O)c1,3%,25µM*,-6%,-16%,1%,0%,-6%,-2%
CCOC(=O)N1CCN(C(=O)CN(C2CCCCC2)S(=O)(=O)c2ccc(F)cc2)CC1,4%,-2%,0%,-5%,-2%,5%,i,-4%
O=C(O)CN1CCN(Cc2ccccc2Cl)C1=O,6%,7%,-4%,-2%,1%,-12%,-7%,-13%
COC(=O)CN1C(=S)N(C)C(=O)C1CC(=O)Nc1ccccc1 (stereo not drawn),-10%,11%,-3%,-5%,1%,-2%,i,2%
Cc1nc(-c2ccccn2)sc1C(=O)O,13%,-10%,-5%,.,0%,?,i,25%
O=C(CN1C(=O)CSC1=O)Nc1ccc(C(=O)O)cc1,3%,?,2%,6%,-4%,-1%,-11%,7%
CCOC(=O)N1CCN(C(=O)CSc2ccc(-c3cccc(OC)c3)nn2)CC1,8%,12%,0%,.,3%,9%,i,-16%
O=C(NN1CCOCC1)c1cccc(COc2cccc(Br)c2)c1,-4%,8%,0%,-4%[46 µM],-3%,-1%,-2%,?
CCCCCCCOc1ccc(OC(=O)c2cccnc2)cc1,0%,7%,3%,?,-6%,5%,-12%,12%
COc1cccc(C(=O)N(Cc2ccc(N(C)C)cc2)C2CCS(=O)(=O)C2)c1 (stereo not drawn),-30%,14µM*,-6%,4%,1%,-5%,-18%,1%
CC(C)(C)NCc1cc(Br)ccc1OC1CCCC1,8%,9%,1%,.,-3%,-6%,11%,-14%
O=C(Nc1ccc2[nH]ccc2c1)c1ccc(F)cc1,17%,6%,-7%,.,1%,2%,i,.

# Quoted at random: two entries already listed.
SMILES,GoLoco inh red,ALDH1A1 inh,TRb SRC2 PPI,LMNA splice mod,TR SRC2 fluor cs,KDM4E inh,RECQ1 helicase,SMN2 splice enh
CCOC(=O)N1CCN(C(=O)CN(C2CCCCC2)S(=O)(=O)c2ccc(F)cc2)CC1,4%,-2%,0%,-5%,-2%,5%,i,-4%
CC(=O)N1CCc2cc(S(=O)(=O)NCCN3CCC(C)CC3)ccc21,-1%,8%,-1%,-4%,-6%,11%,-6%,-6%

# Remaining list, next part.
SMILES,GoLoco inh red,ALDH1A1 inh,TRb SRC2 PPI,LMNA splice mod,TR SRC2 fluor cs,KDM4E inh,RECQ1 helicase,SMN2 splice enh
Cc1ccc(OCC(=O)NNC(=O)C(C)Sc2ncnc3sc(C)c(C)c23)cc1 (stereo not drawn),-26%,?,8%,-10%,2%,-3%,10%,-28%
COc1cccc(-c2csc(N3CCN(C(=S)Nc4ccccc4C)CC3)n2)c1,7%,?,-2%[53 µM],?,-2%[53 µM],-5%,-28%,.
Cc1onc(-c2c(F)cccc2Cl)c1C(=O)Nc1nc2ccccc2[nH]1,213%[activator],?,-1%,-5%,6%,?,-13%,28%
COCCn1c(=O)[nH]c2cc(C(=O)NCCN3CCN(c4ccccc4F)CC3)ccc2c1=O,7%,?,-7%,?,-5%,?,-1%,-15%
Cc1[nH]n(-c2cccc(Cl)c2)c(=O)c1/C=N/n1c(C)nc2ccccc2c1=O,7%,?,6%,?,-5%,?,-3%,.
CCN1C(=O)N/C(=C/c2ccc(Sc3ccc(C)cc3)o2)C1=O,14%,?,-2%,12%,0%,?,-2%,-31%[inhibitor]
Cc1ccnc(NC(=O)CSc2nnc3c(n2)[nH]c2ccccc23)c1,-2%,-5%,-2%,3%[46 µM],-1%,-16%,-6%,.
COCc1cc(C)nc(OCC(=O)N/N=C/c2cccc(OC)c2)c1C#N,4%,?,-9%,-1%,1%,?,2%,-6%
Cn1c(=O)c2c(nc(N3CCCCCC3)n2CC(O)COc2ccccc2)n(C)c1=O (stereo not drawn),9%,1.6µM*,0%,-1%,-3%,3%,i,-15%
COc1cc(C(=S)N2CCN(C)CC2)ccc1OCC(=O)NCc1ccccc1,2%,-8%,-1%,.,-2%,-2%,21%,-4%
CN1CCN(C(=O)c2ccc(C3SCC(=O)N3Cc3ccco3)cc2)CC1 (stereo not drawn),-2%,?,0%,10%,0%,6%,-6%,-27%
CS(=O)(=O)Nc1ccc(C2=NN(S(C)(=O)=O)C(c3ccccc3)C2)cc1 (stereo not drawn),-7%,?,-7%,-3%,-2%,4%,-2%,?
O=C(COc1ccccc1)NCCc1cn2ccsc2n1,7%,-4%,-5%,6%,-1%,-3%,-6%,-20%
COC(=O)c1cn(Cc2ccccn2)c(=O)c2ccccc12,5%,2%,5%,.,-1%,-7%,i,14%
Cc1[nH]ccc(=O)c1OCc1c(Cl)cccc1Cl,0%,2%,-10%,1%,1%,10%,-4%,4%
